IL2 activator – IL-2 activation; 360,000 compounds, 0.065% hits; IL-2 activation reporter assay, cell-based qHTS; stimulated with anti-CD3/CD4/CD28 beads; in transgenic mouse T cells; activation, % (series mostly up to about 46 µM); AID 652025; in the data active = activation above about 50%; inconclusive = mostly about 30% to 49%; also: 0% is about no effect
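Unstimulated transgenic mouse T cells, 750 per well, received compound and, after 60 minutes, anti-CD3/anti-CD4 bead plus anti-CD28 stimulation. EGFP and DsRed were quantified after 18 hours.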
TGFb SMAD3 inh – inhibitors of TGF-b signaling | HepG2 CAGA-GFP TGF-b/SMAD3 reporter, GFP fluorescence, 18 h; TGF-beta stimulated, 500 pg/mL final | Potency, µM (doses to about 46.1 µM), for inactives: top-dose activity, negative = inhibition, most hits filed as inhibitors | 410,000 compounds, 1.2% hits; also: potency is read from the fitted curve at half-maximal effect; % is scaled to controls: 0 for no effect and ±100 for the full control effect; nearly all actives have a fitted effect of over 65% in size
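Using HEPG2 CAGA-GFP reporter cells at 1000 cells/well, we pinned test compounds, stimulated with recombinant TGF-beta (500 pg/mL final) and measured total well GFP after 18 h.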
S2 tox – reduces viability in counter-screen for ATXN expression inhibitors; S2 cells (HEK-293 line with an ATXN2-luciferase reporter) viability, CellTiter-Fluor protease fluorescence, 24 h; Potency, µM (titrated, usually from 56.7 µM), usual class: cytotoxic; 400,000 compounds, 0.49% hits; also: potency is read from the fitted curve at half-maximal effect; nearly all actives have a fitted effect of over 40% in size
Nrf2 inh – inhibitors of Nrf2 signaling. 360,000 compounds, 2.1% hits. Potency, µM (top dose mostly 46 µM), inactives show at the highest dose activity change, negative = inhibition, most hits filed as inhibitors. A549 ARE-Fluc reporter, luciferase luminescence, 18-24 h; also: potency is read from the fitted curve at half-maximal effect; % is scaled to controls: 0 for no effect and ±100 for the full control effect; nearly all actives have a fitted effect of over 60% in size
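Concentration-response testing used A549 ARE_Fluc cells at 5000 cells/well. Following an 18-24 h compound incubation, viability was read by fluorescence (Ex 405/Em 525) and luciferase output by luminescence.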
ATXN2 expr inh – ATXN2 expression inhibition; 360,000 compounds, 0.72% hits; HEK-293 ATXN2-luciferase reporter, luminescence, 24 h; Potency, µM (top dose mostly 57 µM), without a hit: at the highest dose activity change, negative = inhibition, most hits filed as inhibitors; also: potency is read from the fitted curve at half-maximal effect; % is scaled to controls: 0 for no effect and ±100 for the full control effect; nearly all actives have a fitted effect of over 55% in size
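qHTS (up to 57 uM final) was run with 24 h compound exposure of reporter cells at 37 °C. Each well was multiplexed: SteadyGlo luminescence measured ATXN2-luciferase expression after a fluorogenic Gly-Phe-AFC viability readout (25 uM final).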
HepG2 tox – counter-screen for TGF-b inhibitors: cytotoxicity in HepG2 cells. HepG2 CAGA-GFP viability, ATP luminescence, 18 h. Potency, µM (titrated, usually from 46.1 µM), for inactives: at the highest dose activity change, negative = cytotoxicity, hits mostly cytotoxic. 410,000 compounds, 0.76% hits. AID 588856; also: potency is read from the fitted curve at half-maximal effect; some results filed as inactive show a strong effect at the top dose
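HepG2 CAGA-GFP cells (1000/well, DMEM with 1% FBS) received compound, then TGF-beta at 500 pg/mL final, and were incubated 18 hours at 37 degrees C. Viability was read by CellTiter-Glo luminescence. Media-only wells were set as complete cell-killing and DMSO as no toxicity.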
A549 tox – kills or reduces viability of A549 cells in Nrf2 counter-screen; 390,000 compounds, 0.16% hits; Potency, µM (series often up to 46 µM), for inactives: at the top dose activity change, negative = cytotoxicity, hits mostly inhibitors; AID 504648; A549 ARE-Fluc cells, CellTiter-Fluor viability, 18-24 h; also: potency is read from the fitted curve at half-maximal effect; % is scaled to controls: 0 for no effect and ±100 for the full control effect
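A549 ARE_Fluc cells in 5% FBS OPTI-MEM were exposed to compounds in concentration-response for 18-24 h at 37 deg C. Viability was read by CellTiter-Fluor fluorescence (Ex 405/Em 525) after 30 min, before the luciferase read.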
Nrf2 ARE act – activates Nrf2 signaling. 410,000 compounds, 0.31% hits. Potency, µM (titrated, usually from 46.1 µM), for inactives: at the highest dose activation, actives largely listed as activators. AID 624171. AREc32 ARE-luciferase reporter (MCF7-derived line), luminescence, 24 h; also: potency is read from the fitted curve at half-maximal effect; % of control where 0% means no effect; nearly all actives have a fitted effect of over 65% in size
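Cells of the AREc32 ARE-luciferase line are plated in OPTI-MEM containing 5% FBS and left overnight at 37 deg C. Compounds are pinned in, incubation continues 24 hr, and firefly luciferase signal is then measured.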
EPAC2 agonist – activates human EPAC2 exchange factor; 360,000 compounds, 0.079% hits; EPAC2 activation, biochemical qHTS; response scale: 100% = 6.5 mM cAMP response; Potency, µM (doses to about 154 µM), without a hit: at the highest dose activation, hits mostly activators; Q8WZA2; also: potency is read from the fitted curve at half-maximal effect; nearly all actives have a fitted effect of over 50% in size
Target sequence (Q8WZA2 whole entry, looked up): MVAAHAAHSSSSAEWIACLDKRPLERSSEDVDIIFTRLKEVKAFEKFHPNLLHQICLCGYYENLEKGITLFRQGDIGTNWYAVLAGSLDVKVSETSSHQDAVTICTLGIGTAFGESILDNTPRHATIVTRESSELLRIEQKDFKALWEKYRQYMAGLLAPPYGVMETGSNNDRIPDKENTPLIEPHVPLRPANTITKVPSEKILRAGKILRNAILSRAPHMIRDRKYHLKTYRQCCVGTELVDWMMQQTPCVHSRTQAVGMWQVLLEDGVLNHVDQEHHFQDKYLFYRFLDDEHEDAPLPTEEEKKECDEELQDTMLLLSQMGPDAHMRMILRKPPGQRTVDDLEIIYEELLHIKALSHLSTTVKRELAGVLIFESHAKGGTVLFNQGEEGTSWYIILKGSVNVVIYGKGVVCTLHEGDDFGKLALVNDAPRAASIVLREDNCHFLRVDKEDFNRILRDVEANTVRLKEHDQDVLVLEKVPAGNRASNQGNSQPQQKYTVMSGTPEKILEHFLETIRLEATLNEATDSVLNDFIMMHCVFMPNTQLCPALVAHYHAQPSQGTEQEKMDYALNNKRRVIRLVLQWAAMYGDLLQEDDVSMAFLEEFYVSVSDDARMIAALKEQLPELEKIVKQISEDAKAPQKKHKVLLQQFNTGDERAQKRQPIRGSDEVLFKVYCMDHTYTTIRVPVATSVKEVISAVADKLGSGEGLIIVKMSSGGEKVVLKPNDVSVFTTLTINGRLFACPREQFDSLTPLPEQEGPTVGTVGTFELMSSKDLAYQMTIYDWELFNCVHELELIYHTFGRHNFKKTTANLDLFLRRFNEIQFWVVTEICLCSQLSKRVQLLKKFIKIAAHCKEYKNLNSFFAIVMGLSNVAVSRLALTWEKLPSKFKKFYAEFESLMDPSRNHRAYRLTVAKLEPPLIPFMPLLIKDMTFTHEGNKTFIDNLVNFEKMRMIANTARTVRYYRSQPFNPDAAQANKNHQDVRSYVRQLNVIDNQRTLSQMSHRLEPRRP
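Readout is BODIPY fluorescence (480 nm excitation, 540 nm emission), which falls as labeled GDP is exchanged off Rap1B. EPAC2 at 100 nM acted on 250 nM RAP1B-BODIPY-GDP with 50 uM GDP present.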
* hit, by the source's call; i = inactive; ? = inconclusive; · = not tested or not shown; [ ] = remark or other dose. Unless noted, calls follow the shape of the dose curve; as a rule, active = well fitted curve in the direction sought with a large enough effect; inconclusive = small, poorly fitted or top-dose-only effect, or another doubt; inactive = no such curve, though single readings can be large; an effect the other way counts as inactive or inconclusive. Compounds were not picked by outcome; about 4.3% have a hit in one of these screens.

1	COC(=O)c1sccc1-c1ccc(C(=O)Nc2cccnc2)o1
2	COc1ccc(S(=O)(=O)N2CCCC(C(=O)Nc3ccc4c(c3)OCCO4)C2)cc1 (stereo not drawn)
3	CSCCCNC(=S)N(C)CC(=O)Nc1ccc(C)cc1
4	CC1=CC(C)(C)N(C(=O)CSc2nnc(N)s2)c2ccccc21
5	O=C(CCc1nc(-c2ccccc2Cl)no1)NCCc1ccccc1
6	O=C(Oc1ccc(=O)n(-c2ccccc2)n1)c1ccccc1
7	Cc1ccc(Cl)cc1N1CCN(CCNC(=O)Nc2ccc(Cl)cc2)CC1
8	O=C1CCC/C1=C/Nc1ccc2c(c1)OCO2
Screen / compound no.,1,2,3,4,5,6,7,8
IL2 activator,-4.1,-2.6,-2.8,-0.2,-1.0,-0.3,·,-0.5
TGFb SMAD3 inh,0%,-28%,3%,-9%,0%,12%,-26%,-17%
S2 tox,i,i,i,i,i,i,i,·
Nrf2 inh,-22%,-5%,14%,-3%,-5%,·,4%,4%
ATXN2 expr inh,41%[activator],0%,-2%,-6%,0%,-2%,-24%,·
HepG2 tox,-7%,-7%,-3%,0%,4%,-9%,-43%,3%
A549 tox,0%,0%,5%,5%,1%,3%,0%,0%
Nrf2 ARE act,3.2%,-0.1%,-0.5%,0.6%,-0.4%,-0.5%,-1.1%,0.4%
EPAC2 agonist,-5%,-1%,7%,5%,-4%,-9%,·,2%

9	O=C(O)c1cccc(S(=O)(=O)N2CCCC(c3nc4c(nnn4Cc4ccc(F)cc4)c(=O)[nH]3)C2)c1 (stereo not drawn)
10	Cc1ccc(C(=O)C2CCOC(C)(C)C2)cc1 (stereo not drawn)
11	Cc1cc(C)c(NC(=O)C2C3/C=C\CCCCC32)c(C)c1 (stereo not drawn)
12	CCOc1ccccc1CN1CCN(Cc2ccon2)CC1CCO (stereo not drawn)
13	COc1cc(NC(=O)Cn2cnc3sc(C)c(S(=O)(=O)N4CCOCC4)c3c2=O)cc(OC)c1OC
14	O=C(Nc1nnc(CCS(=O)(=O)c2ccc(Br)cc2)s1)c1ccc([N+](=O)[O-])cc1
15	O=C(COCCOCC(=O)N(c1ccccn1)C1CCCCC1)N(c1ccccn1)C1CCCCC1
16	Cc1ccc(NC(=O)COC(=O)CCC(=O)c2cccs2)c(Br)c1
Screen / compound no.,9,10,11,12,13,14,15,16
IL2 activator,1.3,-0.2,0.9,-2.1,0.4,-1.1,0.4,0.1
TGFb SMAD3 inh,-4%,0%,2%,0%,5%,-7%,-12%,-2%
S2 tox,i,i,i,i,i,i,i,i
Nrf2 inh,-22%,-22%,-23%,8%,-6%,6%,5%,6%
ATXN2 expr inh,9%,·,20%,-9%,5%,6%,2%,1%
HepG2 tox,9%,-5%,6%,-3%,-1%,-1%,-3%,-2%
A549 tox,-3%,-8%,5%,1%,?,-1%,-10%,-1%
Nrf2 ARE act,-0.7%,-0.7%,0.4%,-0.5%,-0.5%,-0.2%,-0.6%,-0.5%
EPAC2 agonist,0%,5%,-11%,-1%,11%,6%,1%,9%

Reprinted at random: 3 entries already listed
13	COc1cc(NC(=O)Cn2cnc3sc(C)c(S(=O)(=O)N4CCOCC4)c3c2=O)cc(OC)c1OC
11	Cc1cc(C)c(NC(=O)C2C3/C=C\CCCCC32)c(C)c1 (stereo not drawn)
10	Cc1ccc(C(=O)C2CCOC(C)(C)C2)cc1 (stereo not drawn)
Screen / compound no.,13,11,10
IL2 activator,0.4,0.9,-0.2
TGFb SMAD3 inh,5%,2%,0%
S2 tox,i,i,i
Nrf2 inh,-6%,-23%,-22%
ATXN2 expr inh,5%,20%,·
HepG2 tox,-1%,6%,-5%
A549 tox,?,5%,-8%
Nrf2 ARE act,-0.5%,0.4%,-0.7%
EPAC2 agonist,11%,-11%,5%

The list goes on.
17	Cc1coc2cc3oc(=O)c(CCC(=O)O)c(C)c3cc12
18	COc1ccc(OC)c(NC(=O)c2cccc(N3C(=O)C4C5CCC(C5)C4C3=O)c2)c1 (stereo not drawn)
19	CCc1cccc(NC(=O)COC(=O)C2COc3ccccc3O2)c1 (stereo not drawn)
20	CN(C)S(=O)(=O)Nc1ccc(Cc2ccncc2)cc1
21	O=C(Nc1ccc2nc(SCCOc3ccccc3)sc2c1)c1ccco1
22	COc1ccccc1CN1CCCC(CN(CCN(C)C)C(=O)C2CCCC2)C1 (stereo not drawn)
23	COc1ccc(CN2CCN(Cc3ccc(Br)cc3)CC2)c(OC)c1OC
24	CC1NC(=O)c2cc3ccccc3cc2-n2c1nc1ccccc1c2=O (stereo not drawn)
Screen / compound no.,17,18,19,20,21,22,23,24
IL2 activator,-0.1,-5.5,-2.7,-2.4,·,-0.4,0.0,-0.8
TGFb SMAD3 inh,1%,0%,-16%,16%,?,1%,?,9%
S2 tox,i,i,i,i,i,?,i,i
Nrf2 inh,-7%,?,·,·,?,4%,?,·
ATXN2 expr inh,-1%,-22%,·,·,-7%,-18%,·,1%
HepG2 tox,7%,-4%,-37%,-31%,-29%,1%,-24%,-1%
A549 tox,-11%,-3%,·,·,-2%,-19%,12%,·
Nrf2 ARE act,10%,-0.5%,-1.3%,-0.7%,0.6%,0.7%,3.3%,0.5%
EPAC2 agonist,5%,21%,6%,0%,·,6%,9%,10%

25	O=C(NS(=O)(=O)N1CCCC1)C1=C(N2CCCC2)COC1=O
26	O=C1Nc2ccccc2C1(c1ccccc1)c1ccccc1
27	COc1ccc(Cl)cc1N(CC(=O)Nc1ccccc1C(=O)NCc1ccco1)S(C)(=O)=O
28	COC(=O)c1[nH]c2ccc(C)cc2c1NC(=O)CN1CCN(c2ccccc2)CC1
29	COC(=O)CNC(c1ccccc1Cl)c1cc(Br)ccc1NS(=O)(=O)c1ccc(C)cc1 (stereo not drawn)
30	O=C(CSc1nc2ccc(Nc3nc(N4CCOCC4)nc(N4CCOCC4)n3)cc2s1)N1CCOCC1
31	Cc1cc(C)nc(NC(=NCCc2c[nH]c3ccccc23)NC(=O)Nc2ccccc2)n1
32	Cc1cccc2c(=O)c(-c3ccc4c(c3)OCO4)c(NC(=O)c3ccco3)oc12
Screen / compound no.,25,26,27,28,29,30,31,32
IL2 activator,0.4,-2.0,-0.2,-1.4,-3.0,-1.8,-0.8,-2.4
TGFb SMAD3 inh,0%,0%,10%,-8%,?,-7%,?,-5%
S2 tox,i,i,i,i,?,i,i,?
Nrf2 inh,-1%,-23%,?,18µM*,?,1%,?,?
ATXN2 expr inh,0%,-4%,-5%,185%[activator],-14%,2%,-10%,-1%
HepG2 tox,3%,-58%,2%,-20%,-2%,1%,-25%,-23%
A549 tox,-3%,?,-8%,-19%,-4%,-2%,-14%,-27%
Nrf2 ARE act,-0.6%,3.8%,6.9%,-0.3%,0.6%,-0.3%,-1.4%,5.1%
EPAC2 agonist,-5%,11%,23%,-1%,3%,1%,18%,7%

33	COc1ccc(OC)c(NC(=O)COCc2cc(-c3ccco3)on2)c1
34	Clc1ccc(Cc2nn3c(Cn4nnc5ccccc54)nnc3s2)cc1
35	COc1ccccc1-c1csc(C(NC(C)=O)c2ccc(F)c(F)c2)n1 (stereo not drawn)
36	CCOc1ccc(NC(=O)N2CCN(Cc3cc(=O)n4nc(-c5ccc(OC)cc5)sc4n3)CC2)cc1
37	CC(C)[C@H](NC(=O)c1ccccc1)C(=O)OCC(=O)/C=C1/N(C)c2ccccc2C1(C)C
38	COc1cccc(-c2nc(CS(=O)CC(=O)NCc3ccccc3Cl)c(C)o2)c1 (stereo not drawn)
39	O=C(NCCO)c1cc(-c2cc(C(=O)NCCO)c3ccccc3n2)nc2ccccc12
40	Cc1ccccc1OCCCCCn1ccnc1
Screen / compound no.,33,34,35,36,37,38,39,40
IL2 activator,·,0.7,-0.1,·,-0.8,0.0,-2.1,-3.5
TGFb SMAD3 inh,0%,23%,11%,0%,-23%,-17%,8%,-10%
S2 tox,·,i,i,i,?,?,i,i
Nrf2 inh,?,?,·,·,?,?,7%,-28%
ATXN2 expr inh,·,-1%,1%,8%,·,-14%,-16%,-23%
HepG2 tox,-3%,-30%,-1%,4%,-46%,-17%,-17%,-24%
A549 tox,13%,-12%,·,-9%,-2%,-1%,-3%,·
Nrf2 ARE act,5.2%,0.7%,-1.1%,0.0%,-0.4%,0.6%,-0.3%,-0.1%
EPAC2 agonist,·,2%,2%,·,2%,16%,16%,7%

41	CCn1cc(C(=O)O)c(=O)c2cc(S(=O)(=O)N3CCCCCC3)ccc21
42	CCOc1ccc(N2CC(C(=O)NC3CCCCCC3)CC2=O)cc1 (stereo not drawn)
43	CCN(C(=O)C1CCN(S(=O)(=O)c2c(C)noc2/C=C/c2ccc(C)cc2)CC1)c1cccc(C)c1
44	Cc1ccc(NC(=O)C2C3/C=C\CCCCC32)cc1 (stereo not drawn)
45	Cc1sc2ncn(/N=C/c3ccco3)c(=O)c2c1C
46	O=C1NC(=S)N/C1=C/c1ccc2c(c1)OCO2
Screen / compound no.,41,42,43,44,45,46
IL2 activator,-3.5,-1.3,·,-2.3,-0.2,3.0
TGFb SMAD3 inh,3%,-17%,-21%,-10%,-2%,5%
S2 tox,i,i,i,i,i,i
Nrf2 inh,0%,-2%,·,14%,?,13µM*
ATXN2 expr inh,9%,1%,8%,18%,33%[activator],·
HepG2 tox,-5%,-88%,-28%,-28%,9%,-30%
A549 tox,12%,1%,6%,-8%,-2%,?
Nrf2 ARE act,-0.5%,-0.1%,0.0%,2.5%,?,-1.0%
EPAC2 agonist,13%,-3%,·,-1%,15%,13%
